# Compound activity from PubChem.
# RAD52 anneal inh = RAD52 DNA annealing inhibitors, primary screen, biochemical, FRET, single point, set 2 | DNA repair protein RAD52 homolog (Homo sapiens), P43351 | recombinant RAD52 DNA annealing, FRET fluorescence | inhibition, % at 18.7 µM | hit rate 0.46% among 360,000;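 active means every replicate showing at least 50% inhibition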
# Target sequence (P43351 whole entry, looked up): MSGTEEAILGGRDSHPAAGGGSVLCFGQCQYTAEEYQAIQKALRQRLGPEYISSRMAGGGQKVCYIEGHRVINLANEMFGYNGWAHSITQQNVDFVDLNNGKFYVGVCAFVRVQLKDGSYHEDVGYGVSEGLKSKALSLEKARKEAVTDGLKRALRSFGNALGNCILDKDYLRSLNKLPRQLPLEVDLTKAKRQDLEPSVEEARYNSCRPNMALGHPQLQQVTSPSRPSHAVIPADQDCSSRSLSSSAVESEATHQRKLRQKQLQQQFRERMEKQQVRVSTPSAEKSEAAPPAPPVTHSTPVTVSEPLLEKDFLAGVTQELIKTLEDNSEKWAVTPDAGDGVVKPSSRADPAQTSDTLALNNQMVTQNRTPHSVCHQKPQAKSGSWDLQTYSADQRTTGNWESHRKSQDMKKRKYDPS
# Xi reactivation = activators of inactive X chromosome reactivation, primary screen, imaging, XiGFP fibroblasts, GFP high-content imaging, set 2. AID 743238, 2013. hit rate 0.055% among 360,000. activation, % at 7.58 µM. XiGFP mouse fibroblasts, % GFP-positive cells imaging, 3 d; cells co-treated with 5-aza-dC sensitizer; scaled so ellipticine positive control = 100%;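 active means mean normalized replicate activation at least 10% and every replicate at or above 10%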;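 further: 0% = median of on-plate neutral control wells and 100% = ellipticine 6 µM median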
#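 Schedule: 3 d treatment, 15 min room-temperature fixation; system: 68-5-11 XiGFP fibroblast line; buffer or medium: DMEM plus 5-aza-dC sensitizer; control set: ellipticine 6 µM positive control; compound: one concentration, pinned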
# S100A4 inh HTS = inhibitors of S100A4-myosin IIA peptide binding, primary screen, biochemical, fluorescence polarization, TAMRA-MyoIIA peptide; Protein S100-A4 (Homo sapiens), P26447; inhibition, % at 10.7 µM; hit rate 0.14% among 360,000; AID 652163, 2013;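 active means mean inhibition of at least 70% across replicates, with every replicate also reaching that level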
# Target sequence (P26447 whole entry, looked up): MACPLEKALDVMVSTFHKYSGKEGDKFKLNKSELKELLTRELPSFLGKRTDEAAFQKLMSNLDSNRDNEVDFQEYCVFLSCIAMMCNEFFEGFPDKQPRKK
#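 Material: S100A4 monomer protein / Buffer or medium: 50 mM HEPES pH 7.2, 10 mM CaCl2, 100 mM KCl / Times: 5 min incubation before reading / Benchmarks: neutral control DMSO, positive control TFP / Reagent: labelled myosin peptide probe, 5 nM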
# ERp5 inh = inhibitors of ERp5-driven insulin aggregation, primary screen, biochemical, turbidity, absorbance 650 nm, single point; AID 651711, 2012; hit rate 0.05% among 350,000; Protein disulfide-isomerase A6 (Homo sapiens), Q15084; inhibition, % at 9.99 µM; 90 min;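 active means mean replicate inhibition above about 25%, with every replicate also reaching it, limit read from the data, passing the limit was not always enough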
# Target sequence (Q15084 whole entry, looked up): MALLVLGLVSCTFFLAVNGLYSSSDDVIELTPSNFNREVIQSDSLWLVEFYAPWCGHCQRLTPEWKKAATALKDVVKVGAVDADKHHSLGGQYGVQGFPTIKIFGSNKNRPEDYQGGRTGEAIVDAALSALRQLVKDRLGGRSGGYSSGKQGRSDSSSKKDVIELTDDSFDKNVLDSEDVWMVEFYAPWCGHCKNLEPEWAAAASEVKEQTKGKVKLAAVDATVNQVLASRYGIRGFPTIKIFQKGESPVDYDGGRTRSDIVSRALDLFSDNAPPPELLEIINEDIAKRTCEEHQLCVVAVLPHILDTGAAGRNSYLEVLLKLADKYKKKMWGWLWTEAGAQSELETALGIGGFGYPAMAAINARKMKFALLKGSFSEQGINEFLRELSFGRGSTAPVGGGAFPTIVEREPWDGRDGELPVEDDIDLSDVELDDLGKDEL
# RAD54 branch = inhibitors of human RAD54 branch migration, primary screen, biochemical, fluorescence, single point. RAD54 Holliday junction branch migration, FAM/BHQ fluorescence. inhibition, % at 10.4 µM. hit rate 0.14% among 360,000. AID 602329, 2012;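 active means mean normalized replicate activity at least 40 and at least half of replicates scoring 40 or more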;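 further: 0% = median of neutral control wells and 100% = median of positive control wells; inhibitors cause a drop in the FAM fluorescence signal; in these data hits start at about 50%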
# esBAF inh = Bmi1 luciferase reporter increase in mESCs, primary screen, esBAF inhibitor project, mouse ES cells, Bmi1 luciferase knock-in, single point; hit rate 2% among 350,000; AID 602393, 2012; reporter increase, % at 12.5 µM; 24 h; 100% = twice the neutral-well signal; in the data active means activation above about 40%;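 further: 0% = median of the plate's neutral control wells and 100% = double that signal; a rise in the Bmi1 reporter signal indicates esBAF inhibition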
# E-sel inducer = E-selectin induction in HUVECs, primary screen, imaging, HUVEC, immunofluorescence imaging, single point; normalized: neutral wells 0, TNF-alpha wells 100; activation, % at 7.58 µM; hit rate 0.37% among 260,000;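 active means mean E-selectin-positive cell signal at least 10% of the positive control, reached in at least 60% of replicates, without over 20% cell loss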;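 further: in these data hits start at about 27%; measured in HUVEC primary endothelial cells; signal is the percent of cells scored E-selectin positive by PE staining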
#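 Material: HUVEC primary endothelial cells; Amount: 3,000 cells per well; Dosing: single concentration; Medium: EGM-2 growth medium on 0.1% gelatin-coated wells; Read-out basis: percent E-selectin-positive cells; Signal: immunofluorescence imaging; Control set: TNF-alpha, DMSO.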
# ERAP1 inh = human ERAP1 aminopeptidase inhibitors, primary screen, biochemical, single point, plate reader | hit rate 0.15% among 340,000 | recombinant ERAP1, Leu-AMC fluorescence, 60 min | inhibition, % at 10.7 µM | Endoplasmic reticulum aminopeptidase 1 (Homo sapiens), Q9NZ08;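 active means mean replicate inhibition of at least 30%, or all replicates individually reaching that 30% level; inactive means mean below 30% and not every replicate reaching it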;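 further: 0% = neutral control wells and 100% = L-leucinethiol positive control wells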
# * hit, by the source's call; nt = not tested or not shown.
SMILES,RAD52 anneal inh,Xi reactivation,S100A4 inh HTS,ERp5 inh,RAD54 branch,esBAF inh,E-sel inducer,ERAP1 inh
CC(C)COC(=O)N(C)C[C@H]1OCc2ccccc2-c2c(n(C)c3ccccc23)C(=O)N([C@H](C)CO)C[C@@H]1C,22.5,0.1,-2.7,1.1,6.7,1.3,1.6,1.0
COc1cccc(-n2cc(CN(C)C(=O)C3CCC(=O)N(C4CC4)C3)cn2)c1 (stereo unspecified),-3.7,-0.1,-1.7,-0.6,-1.8,2.5,-0.1,2.1
O=C(C[C@@H]1C[C@@H]2c3cc(NC(=O)Nc4ccccc4F)ccc3O[C@@H]2[C@@H](CO)O1)NCCc1ccccc1,-11.3,0.1,-1.9,18.1,0.9,8.0,1.7,-0.2
COc1ccc(S(=O)(=O)Nc2ccc3c(c2)C(=O)N([C@H](C)CO)C[C@H](C)[C@@H](CN(C)C(=O)c2ccncc2)OCCCC[C@@H](C)O3)cc1,0.9,0.1,4.2,1.3,-0.7,3.5,-0.1,2.8
COCCn1c(=O)c2ccccc2c2ccccc2c1=O,-6.0,0.0,-0.9,-1.1,nt,nt,0.0,1.6
C[C@H]1CCCCO[C@H](CN(C)C(=O)C2CCCCC2)[C@@H](C)CN([C@@H](C)CO)C(=O)c2cc(NC(=O)Nc3ccccc3)ccc2O1,-5.6,0.0,-10.9,-2.1,-1.5,8.7,1.9,0.6
O=C(C[C@@H]1C[C@H]2c3cc(NC(=O)c4cccnc4)ccc3O[C@H]2[C@@H](CO)O1)NCCN1CCCCC1,19.9,0.5,5.7,-1.1,1.8,6.1,0.0,1.2
O=C(CN1C(=O)C(=O)N(Cc2ccco2)C1=O)Nc1ccccc1,-3.1,0.2,-9.7,0.9,-3.3,-2.6,-0.2,3.0
CCCC#Cc1ccc2c(c1)O[C@@H](CN(C)C(=O)CN(C)C)[C@@H](C)CN([C@@H](C)CO)S2(=O)=O,47.6,0.5,5.9,2.7,15.3,4.6,-1.0,-3.7
N#C[C@H]1N[C@@H](CO)[C@@H]1c1ccc(C#CC2CCCC2)cc1,2.0,-0.1,2.7,1.1,-8.3,0.5,-0.5,2.1
C=CCn1c(C)csc1=Nc1ccc(C(=O)O)cc1,-32.1,0.1,-2.5,3.5,-2.4,-6.1,nt,9.4
Cc1ccccc1-c1cnc2c(c1)C(=O)N([C@@H](C)CO)C[C@@H](C)[C@@H](CN(C)Cc1cncnc1)O2,-2.3,-0.3,-30.0,-2.9,5.1,-2.7,-0.2,nt
Cc1ccc(NC(=O)CN(C)C(=O)c2cccc(S(=O)(=O)N3CCCC3)c2)cc1,-3.2,0.3,-2.8,1.4,1.9,-0.5,-0.6,-4.2
O=C(C[C@H]1CC[C@H]2[C@@H](COC[C@@H](O)CN2S(=O)(=O)c2cccc(Cl)c2)O1)NCCCN1CCOCC1,nt,-0.1,nt,nt,-2.2,-0.6,0.1,nt
C[C@H](CO)N1C[C@H](C)[C@@H](CN(C)Cc2ccc(C(=O)O)cc2)Oc2c(NC(=O)NC3CCCCC3)cccc2C1=O,3.1,0.1,9.1,-5.6,0.4,-6.1,nt,2.7
Cc1c([C@@H]2C[C@H]3CN(Cc4cccc(Cl)c4)C(=O)[C@]34CCCN24)cnn1C,-47.6,0.0,-15.7,-3.5,nt,nt,0.5,-0.4
CC(C)NC(=O)Nc1ccc2c(c1)C(=O)N([C@H](C)CO)C[C@H](C)[C@@H](CN(C)C(=O)CCCN(C)C)OCCCC[C@H](C)O2,0.7,0.5,7.6,-3.4,-10.8,nt,-0.3,3.0
COc1ccc(NC(=O)c2ccc(=O)[nH]c2)cc1S(=O)(=O)N1CCCCC1,-3.2,-0.1,-1.7,0.5,nt,nt,nt,-2.5
CCOc1ccc(C(=O)CC(Sc2ccc(C)cc2)C(=O)O)cc1 (stereo unspecified),-21.8,0.0,-4.9,0.5,-5.0,-3.6,nt,9.2
COc1ccc(C(=O)N2CCCC(N3CCN(c4ccccc4F)CC3)C2)c(OC)n1 (stereo unspecified),-3.1,0.0,-5.3,-1.2,3.1,1.0,-0.3,-1.5
C[C@@H]1CN([C@@H](C)CO)C(=O)c2cc(-c3ccccc3)cnc2O[C@H]1CN(C)C(=O)c1ccccn1,9.4,0.0,3.0,-5.0,5.7,5.6,0.0,-0.9
CCCCNC(=O)Nc1nc2ccc(CC)cc2s1,2.8,0.4,-1.1,-5.3,nt,nt,0.5,-1.4
CCOc1ccc(/C=N/Nc2ccccn2)cc1OC,-4.8,0.2,-8.6,-0.7,nt,nt,10.0,-1.5
O=C(NCCC(=O)N1CCCC(C(F)(F)F)C1)c1ccc(Br)cc1 (stereo unspecified),1.6,0.0,3.0,0.8,1.9,-7.1,0.3,-1.3

# Fetched one by one from the list above:
SMILES,RAD52 anneal inh,Xi reactivation,S100A4 inh HTS,ERp5 inh,RAD54 branch,esBAF inh,E-sel inducer,ERAP1 inh
CC(C)COC(=O)N(C)C[C@H]1OCc2ccccc2-c2c(n(C)c3ccccc23)C(=O)N([C@H](C)CO)C[C@@H]1C,22.5,0.1,-2.7,1.1,6.7,1.3,1.6,1.0
COc1ccc(NC(=O)c2ccc(=O)[nH]c2)cc1S(=O)(=O)N1CCCCC1,-3.2,-0.1,-1.7,0.5,nt,nt,nt,-2.5

# New compounds follow.
SMILES,RAD52 anneal inh,Xi reactivation,S100A4 inh HTS,ERp5 inh,RAD54 branch,esBAF inh,E-sel inducer,ERAP1 inh
CCOc1ccc(CN2CCNC(=O)C2CC(=O)NCc2csc(C)n2)cc1 (stereo unspecified),-26.3,0.1,-5.2,2.0,13.8,nt,0.2,-0.9
CN1C(=O)c2cc(NC(=O)c3cccc(C(F)(F)F)c3)ccc2OC[C@@H]2O[C@H](CC(=O)O)CC[C@H]21,-5.6,0.1,5.3,-0.7,3.6,-1.2,0.1,-1.8
COc1cccc(CSc2nc3ccncc3[nH]2)c1,-6.3,-0.1,-7.4,7.5,nt,6.1,-0.2,-1.2
Cc1ccc(S(=O)(=O)N2CCC(C(=O)OCC(=O)Nc3cc(S(C)(=O)=O)ccc3Cl)CC2)cc1C,-19.4,-0.1,-4.6,1.0,-0.2,-1.3,-0.1,-0.2
CCOc1cc(/C=N/NC(=O)C(=O)NC2CC2)cc(Br)c1O,-4.7,0.0,0.4,0.8,-2.1,4.1,nt,3.4
O=C(CN1C(=O)NC2(CCCCC2)C1=O)Nc1cc(C(F)(F)F)ccc1N1CCCC1,-6.7,0.2,0.7,-0.8,-8.2,-3.6,0.6,-8.4
CN(C)NC(=S)Nc1ccc(Cl)cc1,-0.3,nt,-3.8,-2.7,0.4,1.0,nt,4.4
COc1c2ccccc2nn1C(C)C,-12.9,-0.1,9.1,4.5,nt,nt,0.0,-2.0
C[C@@H]1CN([C@H](C)CO)C(=O)c2cc(NC(=O)CCC(F)(F)F)ccc2O[C@@H](C)CCCCO[C@@H]1CN(C)CC1CCCCC1,nt,-0.1,nt,nt,4.2,-0.7,-0.8,nt
CC(=O)N1CCN(c2ccc(NC(=O)C(c3ccccc3)c3ccccc3)cc2)CC1,-3.7,0.0,-5.0,2.2,-1.0,-6.4,nt,0.1
CN(C)S(=O)(=O)c1cccc(NC(=S)Nc2cccc3cnccc23)c1,-8.6,0.6,-19.0,-2.2,nt,nt,-0.3,0.1
COc1ccc(OC)c(CN2C(=O)c3ccccc3C2c2nnnn2-c2c(C)cccc2C)c1 (stereo unspecified),-15.1,0.1,-1.4,-2.2,nt,nt,3.9,nt

# Part of the list above with just ERAP1 inh.
smiles	ERAP1 inh
CN1C(=O)c2cc(NC(=O)c3cccc(C(F)(F)F)c3)ccc2OC[C@@H]2O[C@H](CC(=O)O)CC[C@H]21	-1.8
COc1cccc(CSc2nc3ccncc3[nH]2)c1	-1.2
Cc1ccc(S(=O)(=O)N2CCC(C(=O)OCC(=O)Nc3cc(S(C)(=O)=O)ccc3Cl)CC2)cc1C	-0.2
CCOc1cc(/C=N/NC(=O)C(=O)NC2CC2)cc(Br)c1O	3.4
O=C(CN1C(=O)NC2(CCCCC2)C1=O)Nc1cc(C(F)(F)F)ccc1N1CCCC1	-8.4

# (list continues)
SMILES,RAD52 anneal inh,Xi reactivation,S100A4 inh HTS,ERp5 inh,RAD54 branch,esBAF inh,E-sel inducer,ERAP1 inh
Cc1ccccc1N1C(=O)C(Cc2ccc(F)cc2)S/C1=C(\C#N)C(N)=O (stereo unspecified),-49.2,0.0,-11.5,-1.5,-8.3,nt,-0.1,-2.5
O=C(C[C@H]1CC[C@@H]2[C@H](COC[C@@H](O)CN2Cc2nccs2)O1)NCc1ccccc1,0.2,0.8,1.4,1.1,8.8,0.4,0.2,-2.4
C[C@@H]1CN([C@H](C)CO)C(=O)c2cc(NS(C)(=O)=O)ccc2O[C@@H](C)CCCCO[C@@H]1CN(C)CC1CCCCC1,11.4,0.2,2.1,2.4,-3.8,-2.7,0.4,2.2
CC(Sc1nnc(C2CC2)n1C1CC1)C(=O)c1ccc(F)cc1 (stereo unspecified),-1.8,-0.1,1.7,-0.1,4.0,-3.1,nt,1.0
O=C(NN=C1CCCC1)c1ccc(Cl)cc1,-13.0,0.1,-5.8,0.0,-6.1,-0.1,-0.1,-0.9
CC(=O)NC(C)c1nc2ccccc2n1C(C)C (stereo unspecified),-3.7,-0.1,5.2,-8.7,-7.7,-9.7,0.5,-1.0
O=C(NCc1cccnc1)c1ccccc1NS(=O)(=O)c1ccccc1,-9.6,-0.1,-3.1,4.0,2.4,-0.1,-0.1,1.6
C[C@@H]1CN([C@H](C)CO)C(=O)Cc2cc(NS(C)(=O)=O)ccc2O[C@@H]1CN(C)C(=O)Nc1ccccc1,11.5,0.2,-20.8,4.8,-4.6,-0.4,13.7,0.4
O=C(COC(=O)c1ccc2ccccc2c1O)Nc1ccccc1,-6.3,0.2,-11.9,-2.1,-4.3,-8.4,1.4,3.7
O=C(CN1C(=O)NC(Cc2c[nH]c3ccccc23)C1=O)Nc1ccc(F)cc1F (stereo unspecified),6.3,0.1,10.4,2.0,7.7,-8.1,2.0,-2.3
O=C(NN=Cc1ccc(Cl)cc1Cl)C1CC1,-14.0,0.1,-19.1,-1.6,0.2,6.9,0.3,-2.1
COc1cc2c(cc1OC)C(Cc1cc(OC)c(OC)cc1[N+](=O)[O-])=NCC2,-58.3,0.0,4.4,6.6,nt,nt,-0.2,3.2
C[C@H](CO)N1C[C@H](C)[C@@H](CN(C)C(=O)Nc2ccccc2)OCCCC[C@H](C)Oc2ccc(NC(=O)Nc3ccc4c(c3)OCO4)cc2C1=O,23.6,0.1,-27.4,-5.8,10.6,37.4,0.2,-1.1
C[C@@H]1CCCCO[C@H](CN(C)Cc2ccc(C(=O)Nc3ccccc3N)cc2)[C@@H](C)CN([C@H](C)CO)C(=O)c2cc(NS(=O)(=O)c3ccc(Cl)cc3)ccc2O1,25.1,0.1,-1.6,1.1,6.7,-32.5,0.4,3.5
Cc1ccc(Cl)c(NC(=O)COC(=O)c2cc[n+]([O-])cc2)c1Cl,-26.8,0.2,4.6,-0.5,-8.9,0.0,-0.1,1.0
Cc1cc(C(=O)N2CCc3ccccc3C2)no1,-2.3,-0.1,-2.0,-3.1,-10.9,-4.7,-0.1,2.8

# Compounds were not picked by outcome; overall some 2.5% were active at least once.
